# influenza NS1A: H1N1 influenza NS1A inhibitors, functional cell based assay (AID 504329); NS1A functional cell-based assay, percent inhibition; higher % means a stronger effect; 0.3% of 340,000 active; one-dose inhibition, % at 12.5 µM; IC50 in µM for titrated hits; in the data active = a potency from the dose series; inconclusive = inhibition above about 27% without an active follow-up result; also: strong numbers were not always called active
# tuberculosis growth: growth inhibition of non-replicating M. tuberculosis (AID 488890); inhibition, % at 25 µM; hits with a dose series show IC50 in µM; 0.39% of 320,000 active; Mycobacterium tuberculosis non-replicating, growth inhibition; higher % means a stronger effect; in the data active = a potency from the dose series; inconclusive = inhibition mostly from about 82% at the one dose, without a potency; inactive = the rest, 99 in 100 with inhibition below about 76%;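 also: plate controls were DMSO cells for no effect and high antibiotic wells for full effect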
# Salmonella PhoP GFP: PhoP regulon inhibitors, Salmonella typhi PhoP promoter GFP reporter, confirmatory (AID 1850) | Salmonella Typhi PhoP-promoter GFP reporter, fluorescence, 4 h; higher % means a stronger effect | one-dose inhibition, % at 50 µM; IC50 in µM for titrated hits | 0.33% of 310,000 active; in the data active = a potency from the dose series; inconclusive = inhibition mostly from about 25% at the one dose, without a potency; inactive = the rest, 99 in 100 with inhibition below about 19%;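 also: 0% = induced wells with vehicle and 100% = uninduced wells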
# H37Rv inhibition: M. tuberculosis growth inhibition, HTS (AID 449762); M. tuberculosis H37Rv growth inhibition, 7H9 media; higher % means a stronger effect; inhibition, % at 25 µM, or IC50 in µM where a hit was titrated; 0.59% of 330,000 active; in the data active = a potency from the dose series; inconclusive = inhibition above about 70% without an active follow-up result;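 also: bacterial growth assessed after seven days of incubation; strong numbers were not always called active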
# VEEV TC-83 Vero: inhibitors of VEEV TC-83 cytopathic effect, confirmation, Vero cells (AID 588727) | 0.13% of 350,000 active | one-dose inhibition, % at 20 µM; IC50 in µM for titrated hits | Vero cells, VEEV TC-83 cytopathic effect inhibition; higher % means a stronger effect; in the data active = a potency from the dose series; inconclusive = inhibition mostly from about 14% at the one dose, without a potency; inactive = the rest, 99 in 100 with inhibition below about 12%; also: strong numbers were not always called active
# VEEV TC-83 Vero 10K pilot screen: further read-out of VEEV TC-83 Vero, marked with its call; inhibition, %; measured here: 10K pilot screen inhibition
# Active calls of the source: *; i = inactive; ? = inconclusive; nt = no result given. This is a random part of the collection. Share with any hit: about 1.5%.
SMILES,influenza NS1A,tuberculosis growth,Salmonella PhoP GFP,H37Rv inhibition,VEEV TC-83 Vero,others
COc1cc(C(=O)N2CCCCC2)ccc1OCC(=O)Nc1ccc(F)cc1,-6%,8%,nt,-10%,4.4%,
N#CC1=C2Sc3ccccc3N2CCCC1=O,-7%,3%,-5%,-4%,i,
Cc1ccc(C)c(N2CCN(C(=O)CCn3c(=S)[nH]c4cc5c(cc4c3=O)OCO5)CC2)c1,-3%,10%,3%,6%,0.2%,
O=C(NC1CCCc2c1cnn2-c1ccc(F)cc1F)c1csnn1 (centres undefined),-2%,-10%,-13%,4%,0.3%,
CN(C(=O)c1ccc(NC(=O)C2CCN(C(=O)OC(C)(C)C)CC2)cc1)C1CCC1,-9%,18%,nt,-7%,0.4%,
O=C(c1ccco1)N1CCN(C(=S)Nc2ccc(Br)cc2Cl)CC1,2%,52%,4%,-10%,8.3%,
Cc1ccc(CN=C(Nc2ccccc2)NC2CCCCC2)cc1,-4%,35%,7%,31%,i,
Cc1cc(C)n(C(C)CNS(=O)(=O)c2ccc(C)c(C)c2)n1 (centres undefined),3%,-5%,2%,2%,0.3%,
N#Cc1cccc(C(=O)OCC(=O)c2ccc3c(c2)NC(=O)CO3)c1,-2%,-5%,4%,-3%,5.8%,
O=C1CC(N2CCOCC2)C(=O)N1c1ccc2c(c1)OCO2 (centres undefined),-4%,-2%,-4%,-2%,0.5%,
CC(C)C(=O)Nc1ccc2oc(=O)ccc2c1,8%,2%,7%,1%,i,
c1csc(-c2cn3ccc4ccccc4c3n2)c1,8%,6%,-12%,70%,7.1%,
O=C(CCc1ccccc1O)N/N=C/c1ccc(Sc2cccc3cccnc23)o1,6%,6%,0%,7%,2.0%,
O=C(O)Cc1nc(-c2cccnc2)sc1-c1ccc(Br)cc1,-1%,15%,10%,-5%,2.0%,
O=C(COC(=O)Cc1c[nH]c2ccccc12)Nc1cccc2ccccc12,0%,2%,-7%,-5%,0.9%,
CC(=O)Nc1sc(N/N=C\c2ccccc2F)nc1-c1cccs1,30%,?,-18%,-7%,i,
CC1CCN(C(=O)CN2C(=O)NC(C)(c3ccc4ccccc4c3)C2=O)CC1 (centres undefined),-5%,10%,nt,4%,5.8%,
Cc1ccn2c(CN3CCOCC3)c(-c3ccccc3)nc2c1,1%,37%,3%,0%,6.6%,
COCCNC(=O)CCc1c(C)nc2c(-c3ccc(F)cc3)c(C)nn2c1C,12%,nt,6%,-10%,0.4%,
O=C1c2ccccc2C(Nc2ccc(F)c(Cl)c2)N1Cc1ccco1 (centres undefined),11%,45%,-3%,-1%,0.4%,VEEV TC-83 Vero 10K pilot screen=0.0
N#Cc1ccccc1OCC(=O)Nc1ccc2c(c1)OCCCO2,3%,10%,2%,-4%,2.7%,
CCC1=C(OC(=O)N(CC)CC)N2C(=O)OC(=NCC(=O)OC)[C@]2(C)[C@H]2C1=CC[C@H]1C(=O)N(C)C(=O)[C@H]12,7%,-9%,9%,4%,0.2%,
CCOc1ccc(N(CC(=O)NCCc2ccc(Cl)cc2)S(=O)(=O)c2c(C)[nH]c(=O)[nH]c2=O)cc1,-11%,20%,4%,-6%,0.6%,
O=C(CN(C(=O)CSc1nnc(COc2ccccc2)o1)c1ccc(F)cc1)NC1CCCC1,-9%,20%,-10%,2%,i,
COc1ccc(CCN(Cc2ccccn2)C(=S)Nc2ccccc2C)cc1OC,-11%,18%,-6%,-3%,2.1%,

# Additional results.
SMILES,influenza NS1A,tuberculosis growth,Salmonella PhoP GFP,H37Rv inhibition,VEEV TC-83 Vero,others
O=C(c1ccco1)N1CCCN(Cc2nc(-c3ccc4c(c3)OCO4)no2)CC1,7%,30%,31%,11%,1.6%,
O=C(Nc1cccc(Cl)c1)c1nc[nH]c1C(=O)NCCN(CCNC(=O)c1[nH]cnc1C(=O)Nc1cccc(Cl)c1)CCNC(=O)c1[nH]cnc1C(=O)Nc1cccc(Cl)c1,-12%,28%,nt,11%,4.9%,
CCN(CC)CCCNC(=S)N1CCC(c2nc3ccccc3[nH]2)CC1,0%,4%,0%,6%,1.5%,
CCN1C(=O)C(CC(=O)Nc2ccc(OC)cc2)N(CCc2ccc(F)cc2)C1=S (centres undefined),4%,20%,-2%,1%,3.2%,
CN1CCN(c2ccccc2NC(=O)c2sc3ccccc3c2Cl)CC1,-4%,69%,i,67%,1.0%,
COc1ccc(S(=O)(=O)Nc2cccc(-c3ccc4nncn4n3)c2)c(OC)c1,-3%,0%,5%,4%,5.7%,
Cc1ccc2oc(=O)cc(CN3CCOCC3)c2c1,-5%,-3%,12%,0%,0.3%,
CC(=O)c1cccc(NC(=O)C2C3C=CC(C3)C2C(=O)O)c1 (centres undefined),-6%,-7%,-4%,-4%,i,
CN(C)S(=O)(=O)c1ccc(Cl)c(C(=O)OCC(=O)c2ccco2)c1,-1%,69%,nt,-5%,1.3%,
CCOC(=O)CC(=O)CSc1ncnc2c1cnn2-c1ccccc1,-4%,3%,1%,-3%,5.8%,
CC(C)(C)C(=O)N1CCN(c2ccc([N+](=O)[O-])c(NCC3CCCO3)c2)CC1 (centres undefined),1%,3%,-12%,4%,12%,
C=CCn1c(C(O)c2ccccc2)nc2ccccc21 (centres undefined),-2%,3%,-4%,3%,i,
O=C(NCc1ccncc1)C(=O)NCC(c1ccco1)N1CCN(c2ccc(F)cc2)CC1 (centres undefined),7%,13%,-1%,-4%,i,
CC(=O)c1cccc(NC(=S)NNC(=O)c2ccco2)c1,-11%,12%,24%,10%,1.1%,
COc1cc(/C=N/NC(=O)c2ccncc2)ccc1OC(=O)c1ccco1,9%,64%,4%,?,0.7%,
Cc1ccc(C(=O)NCC(=O)NCC(=O)OCC(=O)c2ccc(Br)cc2)cc1,-8%,-11%,1%,0%,0.8%,
CC(=O)N1CCN(c2ccc(Oc3ncnc4sccc34)cc2)CC1,12%,33%,-7%,-1%,7.4%,VEEV TC-83 Vero 10K pilot screen=1.9
CCn1cc(/C=C(\NC(=O)c2ccccc2F)C(=O)NCCCn2ccnc2)c2ccccc21,-6%,nt,-4%,-6%,9.8%,
CCC1CCCCN1CCCNC(=O)CSc1nc2nc(C)c(Cc3ccc(C)cc3)c(C)n2n1 (centres undefined),-3%,20%,-5%,2%,2.0%,
O=C(/C=C/c1ccccc1[N+](=O)[O-])NCCc1ccc(F)cc1,-10%,-3%,-4%,2%,0.3%,VEEV TC-83 Vero 10K pilot screen=0.7
CSc1ccccc1C(=O)N1CCC(n2nccc2NC(=O)C(C)(C)C)CC1,-12%,-23%,-6%,-2%,0.9%,
CC(C)c1cc(C(=O)N/N=C/c2cccnc2)n[nH]1,-4%,-11%,7%,2%,2.0%,
COc1cc2cc(NC(C)=O)cc(NCc3ccccc3)c2cc1OC,-9%,57%,-4%,4%,1.4%,
O=C(O)CC(CC(=O)Nc1ccc(F)c(Cl)c1)c1ccc(Cl)cc1Cl (centres undefined),-2%,-8%,1%,3%,i,
Cc1ccc(-c2cc(C(F)(F)F)n3nc(C(=O)N4CCN5CCCC5C4)cc3n2)cc1 (centres undefined),2%,56%,11%,7%,0.2%,

# Continued.
SMILES,influenza NS1A,tuberculosis growth,Salmonella PhoP GFP,H37Rv inhibition,VEEV TC-83 Vero,others
Cc1nnc(NC(=O)CSc2nnc(NC(=O)C(C)(C)C)s2)s1,-1%,-15%,7%,-2%,1.2%,
O=C(c1cccs1)N(Cc1cccc(F)c1)C1CCS(=O)(=O)C1 (centres undefined),-8%,9%,1%,4%,1.4%,
O=C(NC(=S)N1CCN(c2ccc([N+](=O)[O-])cc2)CC1)c1ccco1,3%,19%,-10%,13%,i,
O/N=C1\CCSc2ccc(F)cc21,0%,-2%,3%,-1%,i,
CCCN(C(=O)CSc1ncccn1)C1CCS(=O)(=O)C1 (centres undefined),-5%,4%,nt,-4%,2.6%,
COc1ccc(Cl)cc1S(=O)(=O)NCCCn1ccnc1,-5%,-1%,5%,-3%,0.3%,
Cc1ccc(NC(=O)CCC(=O)N/N=C/c2coc3ccc(F)cc3c2=O)cc1,10%,39%,2%,0%,0.8%,
COC(=O)c1c(NC(=S)Nc2cc(OC)c(Cl)cc2OC)sc2c1CCCCC2,22%,56%,-12%,14%,i,
Cc1ccc([N+](=O)[O-])cc1NC(=O)CN(C1CCCCC1)S(=O)(=O)c1ccc(Cl)cc1,11%,nt,nt,nt,5.3%,
O=C(Nc1cccc(-c2cn3ccccc3n2)c1)c1ccccc1,3%,-6%,-6%,49%,0.3%,
O=C(CSc1nnc(-c2ccncc2)n1C1CCCCC1)Nc1ccccc1,1%,4%,-4%,1%,0.2%,
CC(=O)c1cc(F)c(N2CCN(C(=O)c3ccco3)CC2)cc1C,-10%,9%,0%,-5%,1.5%,
O=C(c1cc(F)ccc1F)C1CCCN(Cc2cc(Cl)ccc2O)C1 (centres undefined),-7%,47%,0%,14%,0.2%,
CCc1ccc(C(=O)COC(=O)c2ccco2)cc1,-7%,37%,-6%,2%,i,
CC(C)(C)CC(=O)Nc1cc(S(=O)(=O)N2CCOCC2)ccc1N1CCCC1,-6%,-5%,1%,-5%,i,
CCOc1ccc2[nH]c(=O)c(CN(Cc3cccnc3)C(=O)Nc3ccccc3OC)cc2c1,5%,-7%,0%,4%,12%,
O=C(NCCN1C(=O)S/C(=C\c2ccccc2)C1=O)c1cc(S(=O)(=O)N2CCOCC2)c(Cl)cc1Cl,16%,-22%,0%,-1%,11%,
Nc1nc(SCc2ccc(Cl)cc2)[nH]c(=O)c1-c1ccccc1,7%,12%,-3%,4%,0.7%,
Cc1ccc(NC(=O)Nc2nnc(-c3ccncc3)s2)cc1C,-2%,14%,2%,8%,12%,
O=C1C2ON(c3ccccc3)C(c3ccncc3)C2C(=O)N1c1ccc(N2CCOCC2)cc1 (centres undefined),-17%,-7%,nt,-11%,0.5%,
CSc1nsc(/C=C/Nc2ccc(O)cc2C)c1C#N,13%,76%,-9%,27µM*,1.0%,
C(=C1/CCCC2=C1Nc1ncnn1C2c1ccccc1)/c1ccccc1 (centres undefined),nt,?,-4%,?,nt,
COC(=O)c1ccc(CSc2nnc(CNC(=O)c3ccccc3F)o2)o1,-7%,5%,9%,4%,2.6%,
Cc1cccc(NC(=O)CNC(=O)COC(=O)CCS(=O)(=O)c2ccccc2)c1C,-11%,4%,-13%,-16%,2.3%,
Cc1ccc(S(=O)(=O)N2CC(C)C(=O)CC2C)cc1 (centres undefined),1%,0%,14%,3%,i,
O=C(Nc1ccc(OCC(=O)N2CCC(Cc3ccccc3)CC2)cc1)c1ccco1,2%,31%,5%,7%,1.7%,

# Arranged by molecular weight (falling): 14 of the compounds above
SMILES,influenza NS1A,tuberculosis growth,Salmonella PhoP GFP,H37Rv inhibition,VEEV TC-83 Vero,others
Cc1ccc([N+](=O)[O-])cc1NC(=O)CN(C1CCCCC1)S(=O)(=O)c1ccc(Cl)cc1,11%,nt,nt,nt,5.3%,
CCOc1ccc2[nH]c(=O)c(CN(Cc3cccnc3)C(=O)Nc3ccccc3OC)cc2c1,5%,-7%,0%,4%,12%,
O=C1C2ON(c3ccccc3)C(c3ccncc3)C2C(=O)N1c1ccc(N2CCOCC2)cc1 (centres undefined),-17%,-7%,nt,-11%,0.5%,
COC(=O)c1c(NC(=S)Nc2cc(OC)c(Cl)cc2OC)sc2c1CCCCC2,22%,56%,-12%,14%,i,
Cc1cccc(NC(=O)CNC(=O)COC(=O)CCS(=O)(=O)c2ccccc2)c1C,-11%,4%,-13%,-16%,2.3%,
CC(C)(C)CC(=O)Nc1cc(S(=O)(=O)N2CCOCC2)ccc1N1CCCC1,-6%,-5%,1%,-5%,i,
COC(=O)c1ccc(CSc2nnc(CNC(=O)c3ccccc3F)o2)o1,-7%,5%,9%,4%,2.6%,
O=C(c1cc(F)ccc1F)C1CCCN(Cc2cc(Cl)ccc2O)C1 (centres undefined),-7%,47%,0%,14%,0.2%,
O=C(NC(=S)N1CCN(c2ccc([N+](=O)[O-])cc2)CC1)c1ccco1,3%,19%,-10%,13%,i,
O=C(c1cccs1)N(Cc1cccc(F)c1)C1CCS(=O)(=O)C1 (centres undefined),-8%,9%,1%,4%,1.4%,
Nc1nc(SCc2ccc(Cl)cc2)[nH]c(=O)c1-c1ccccc1,7%,12%,-3%,4%,0.7%,
C(=C1/CCCC2=C1Nc1ncnn1C2c1ccccc1)/c1ccccc1 (centres undefined),nt,?,-4%,?,nt,
CCCN(C(=O)CSc1ncccn1)C1CCS(=O)(=O)C1 (centres undefined),-5%,4%,nt,-4%,2.6%,
Cc1ccc(S(=O)(=O)N2CC(C)C(=O)CC2C)cc1 (centres undefined),1%,0%,14%,3%,i,

# Screening data deposited in PubChem BioAssay by Southern Research Specialized Biocontainment Screening Center.
